# ST2 inh: IL1RL1 inhibition. Q01638. inhibition, % for hits at 17 µM. 78,000 compounds, 2.3% hits. AlphaLISA ST2-Fc/biotin-IL-33 interaction, 1 h. AID 1259354; in the data active means inhibition above about 30%; inconclusive means mostly about 10% to 28%
# Target sequence (Q01638 whole entry, looked up): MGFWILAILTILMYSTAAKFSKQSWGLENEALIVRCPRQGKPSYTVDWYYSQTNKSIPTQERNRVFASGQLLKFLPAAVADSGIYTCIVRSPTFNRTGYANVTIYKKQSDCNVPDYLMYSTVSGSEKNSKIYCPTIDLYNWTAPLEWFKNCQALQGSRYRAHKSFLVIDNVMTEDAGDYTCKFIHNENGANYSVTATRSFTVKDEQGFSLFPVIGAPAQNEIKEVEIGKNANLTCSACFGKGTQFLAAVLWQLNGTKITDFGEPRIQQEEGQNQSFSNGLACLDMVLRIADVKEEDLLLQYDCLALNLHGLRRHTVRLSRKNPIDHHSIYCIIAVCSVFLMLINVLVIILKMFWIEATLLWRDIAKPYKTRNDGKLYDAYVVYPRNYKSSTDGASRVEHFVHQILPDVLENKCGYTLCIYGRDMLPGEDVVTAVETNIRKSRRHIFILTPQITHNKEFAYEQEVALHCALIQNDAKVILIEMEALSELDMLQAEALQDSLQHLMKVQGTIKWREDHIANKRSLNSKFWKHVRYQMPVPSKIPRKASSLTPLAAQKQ
# Numbers without * were called inactive; i = inactive; ? = inconclusive.
SMILES,ST2 inh
CC(C)c1ccccc1NC(=O)c1cc2ccccc2o1,i
O=[N+]([O-])c1ccc(CSc2nnc(-c3cccnc3)n2Cc2ccco2)cc1,?
CCOc1cc(CN2CCCC(N3CCCC3=O)C2)cc(Cl)c1O (centres undefined),?
COc1cccc(-c2cc3c(n(CC4CC4)c2=O)CCN(Cc2c(F)cccc2Cl)C3)c1OC,i
O=C1CC(Sc2nnnn2-c2ccccc2)C(=O)N1c1ccc([N+](=O)[O-])cc1 (centres undefined),?
Cc1cc(Br)ccc1NC(=O)c1cnc2sccn2c1=O,i
Cc1cccc(-c2nsc(SCC(=O)NCc3ccc4c(c3)OCO4)n2)c1,?
COc1ccc(-c2nnc([C@H]3CCN(Cc4ccccc4Cl)C3)o2)cc1,?
Cc1ccc(Oc2ncccc2CNC(=O)c2scc3c2OCCO3)cn1,?
COc1ccc(C2C3=C(CCCC3=O)Nc3nc(SCc4ccccc4F)nn32)cc1 (centres undefined),?
COCCCNC(=O)c1oc2ccc(S(=O)(=O)N3CCCC3)cc2c1C,i
COc1ccc(/C=C(\C#N)c2nc(-c3ccc(OC)c(OC)c3)cs2)cc1O,?
O=C1N(CC2CCC2)CCCC12CCN(C1Cc3ccccc3C1)C2 (centres undefined),?
CN1C[C@@H](NC(=O)c2ccc3c(c2)OCO3)C[C@H]1c1nc(-c2cccnc2)no1,i
COc1ccc(N=Cc2ccc3ncccc3c2)cc1,i
COC(=O)c1ccc(-c2cccc3c2OC(CNC(=O)C24CC5CC(CC(C5)C2)C4)C3)nc1 (centres undefined),i
CC1=C(C(=O)Nc2cc(C)ccn2)C(c2ccccc2)C2=C(CC(C)(C)CC2=O)N1 (centres undefined),i
CSc1ccc(-c2cc(C(=O)O)c3ccccc3n2)cc1,i
COc1ccc(NC(=O)c2cc3cc4ccc(C)cc4nc3s2)cc1OC,i
O=C(c1ncoc1C1CC1)N1CCC2(CCCN(CC3CCC3)C2=O)C1 (centres undefined),?
Cc1ccc(-c2ccc(C)cc2N)c(N)c1,?
O=C(c1cc2n(n1)CCCNC2)N1CCCC1c1nc2ccccc2s1 (centres undefined),i
Clc1ccc(-c2nnc([C@H]3CCN(Cc4ccco4)C3)o2)cc1,i
Cc1cc([N+](=O)[O-])ccc1N1C(=O)C2C3c4ccccc4C(CO)(c4ccccc43)C2C1=O (centres undefined),?
NC(=O)Oc1ccc(C2CCCCC2)cc1,i
O=C(Oc1ccc(NC2=NS(=O)(=O)c3ccccc32)cc1)c1ccc(Br)cc1,i
Cc1c(Cl)cccc1NC(=O)c1cc2cc([N+](=O)[O-])ccc2oc1=O,i
CC1CCN(Cc2ccc(C(=O)N3CCCC(O)(CO)CC3)o2)CC1 (centres undefined),i
O=C(NC1CCC(NC(=O)c2ccc(F)cc2)CC1)c1ccc(F)cc1 (centres undefined),i
O=C(c1ccc(-c2ccccc2)cc1)N1CCCCC1,i
COc1ccc(/C=c2\sc3nc4ccccc4n3c2=O)cc1O,50%*
CN(C)S(=O)(=O)CCNCCC(=O)N1CCCc2ccccc21,i
COc1cc2sc(C)nc2cc1C,i
Cc1cccc(NCC(O)Cn2c(C)c(C)c3ccccc32)c1C (centres undefined),?
Cc1[nH]c2c(CNC(=O)Cc3ccccc3)cc(F)cc2c1C,i
COc1ccc(-n2nc3c(c2NC(=O)c2c(OC)cccc2OC)CSC3)cc1,i
CC1=C(C(N)=O)C(c2ccc(F)cc2)n2ncnc2N1 (centres undefined),i
O=C(c1ccc(-c2ccccc2)cc1)C1CCCN(C(=O)CSc2ncccn2)C1 (centres undefined),i
C=CCn1c(=O)c2c(nc3n2CCN3c2cccc(C)c2)n(C)c1=O,?
CCCc1cc(C(=O)N(C)Cc2nc(C)no2)cs1,i
COc1ccc(/C=C2/C(=O)N=C(N)N2C)cc1OC,i
Cc1cccc2c1[nH]c1nc(NN)nnc12,?
O=C1Nc2ccccc2C(O)(C(=O)NC2CC2)N1c1ccccc1 (centres undefined),?
CC1CCN([C@@H]2[C@H](O)[C@H](CO)O[C@@H]2CN(Cc2ccc(F)cc2)Cc2ccc(F)cc2)CC1,?
CC1=C[C@@H](CNS(=O)(=O)c2cccc(C#N)c2)[C@H](C(C)C)C[C@H]1CC(=O)N(C)Cc1cccnc1,?
CCC(=O)Nc1nc(-c2ccc(Cl)cc2)nc2c1c(=O)oc1ccccc12,i
CN(Cc1cn[nH]c1-c1ccc(F)cc1)C(=O)Cc1ccsc1,i
CC(C)c1ccc(S(=O)(=O)N2CCN(c3cc(-c4ccc(F)cc4)ncn3)CC2)cc1,i
COc1cccc(C(=O)Nc2ccccc2NC(=O)c2cccc(OC)c2)c1,?
CC(C(=O)O)c1cccc(C(=O)c2ccccc2)c1 (centres undefined),i
CC(C)(C)c1nnc([C@H]2CCN(Cc3ncc[nH]3)C2)o1,i
CC(C)(C)n1nc2c(c1NC(=O)c1ccccc1F)CSC2,?
CN(C(=O)CSc1cc(=O)n(C)c2ccccc12)C1CCCCC1,i
COc1cccc(-c2cc(N3CCN(S(=O)(=O)c4cccc(Cl)c4)CC3)ncn2)c1,i
COC(=O)[C@H](Cc1ccc(OC)cc1)NC(=O)[C@@H]1CN(C(=O)NC(C)C)CCN1C(=O)NC1CCCCC1,i
COc1ccc(S(=O)(=O)N2CCCCCC2)cc1,i
Cc1ccc(C(O)=C2C(=O)C(=O)N(c3ccccn3)C2c2ccccc2[N+](=O)[O-])cc1 (centres undefined),i
CC(=O)Nc1c(C)cc(C(C)(C)c2cc(C)c(NC(C)=O)c(C)c2)cc1C,i
CN(CC(=O)NCC1CCCO1)S(=O)(=O)c1ccc(Br)cc1 (centres undefined),i
c1ccc(CCc2n[nH]c(Cc3ccc(-n4cnnn4)cc3)n2)cc1,i

# Next records:
SMILES,ST2 inh
COc1cc(-c2ccccc2C(F)(F)F)nc(N)n1,i
O=C(CSc1nc2c(c(=O)n1-c1ccccc1)SCC2)Nc1ccccc1,?
CCc1noc(C)c1C(=O)N1CCCC(Nc2ccc3c(c2)OCCO3)C1 (centres undefined),i
O=C(NC1CC1)c1cc(=O)[nH]c2ccc(S(=O)(=O)N3CCCCC3)cc12,i
O=C(c1noc2c1CCc1ccccc1-2)N1CCN(c2ccccc2)CC1,i
CN(C)CCNC(=O)Cc1c(C(=O)O)[nH]c2ccccc12,i
CCc1oc(C(N)=O)cc1CN1CCC=C(CN(C)C(C)=O)C1,i
O=C(CN(C1CCCCC1)S(=O)(=O)c1ccc(F)cc1)NCc1cccnc1,i
Cn1ccnc1CCC1CCCCN1C(=O)NCc1cccc(F)c1 (centres undefined),i
COc1ccc(C2SCCN2S(=O)(=O)c2cccc(C)c2)cc1[N+](=O)[O-] (centres undefined),31%*
CCOC(=O)c1[nH]c2ccccc2c1NC(=O)COc1ccccc1,i
CC1CCN(c2ncnc3ccc(Br)cc23)CC1,i
CCCNC(=O)C1CCC(Cn2c(=O)c3sccc3n(CC(=O)N3CCCC3)c2=O)CC1 (centres undefined),i
COc1ccc2oc(=Nc3ccc(-c4ccccc4)cc3)c(C(N)=O)cc2c1,i
O=C(Nc1ccccc1)Nc1ccc(=O)n2c1[C@@H]1C[C@@H](CN(C(=O)Nc3ccc(F)cc3)C1)C2,i
O=C(NCCN1CCCC1)c1cc(=O)[nH]c2ccc(S(=O)(=O)N3CCCC3)cc12,i
C=CCc1cccc(C=Nc2cc(Br)ccc2O)c1O,?
CC(=O)N(CN1C(=O)c2cccc([N+](=O)[O-])c2C1=O)c1cc(Cl)ccc1Cl,?
CCOC(=O)C(C(C)C)N1C(=O)C2C3CCC(C3)C2C1=O (centres undefined),i
Cc1ccc(S(=O)(=O)Nc2nc(C)cc(-n3nc(C)cc3C)n2)cc1,i

# At a glance, some entries already given:
SMILES,ST2 inh
COc1cccc(C(=O)Nc2ccccc2NC(=O)c2cccc(OC)c2)c1,?
CC(C(=O)O)c1cccc(C(=O)c2ccccc2)c1 (centres undefined),i

# The listing continues:
SMILES,ST2 inh
Cc1ccc(C2=CSC3=NCCN23)cc1C,i
CCc1ncc(C(=O)NCc2cnn3ccccc23)cn1,?
CN1/C(=C\C=Nc2cccc(C(=O)O)c2)C(C)(C)c2ccccc21,i
CCCCNC(=O)c1cn(CC(C)C)c(=O)c2c1c1ccccc1n2C,i
CCN(Cc1ccccc1)S(=O)(=O)c1ccc(Cl)cc1,i
COCCn1c(CNS(=O)(=O)c2ccc(C)c(C)c2)nc2cccnc21,i
O=C1CN(S(=O)(=O)c2cccc3cccnc23)CC(=O)N1CCc1ccccc1,i
NS(=O)(=O)c1ccc(CCNS(=O)(=O)c2cccc3cccnc23)cc1,?
CCNC(=O)c1ccccc1-c1ccc(F)c(CO)c1,i
CCc1cc2c(=O)c(-c3ccc4c(c3)OCCO4)c(C)oc2cc1OCC(=O)OC,i
Cc1cc(C)n(S(=O)(=O)c2ccccc2)c(=O)n1,i
COc1ccc(C)cc1NC(=O)CNC(=O)c1cn(-c2ccccc2OC)c(=O)c2ccccc12,i
CC(C)CCCC1CN(C(=O)c2ccccc2-c2ncn[nH]2)CCO1 (centres undefined),?
COc1ccc(C2C(C(=O)Nc3ccccn3)=C(C)NC3=C2C(=O)CCC3)cc1 (centres undefined),i
COc1cccc(/C=C2/SC(=Nc3ccccc3Cl)NC2=O)c1OC,31%*
CNc1ncnc2c1C(c1ccc([N+](=O)[O-])cc1)c1c(NC)ncnc1O2,i
O=C(Nc1ccccc1[N+](=O)[O-])c1cc(S(=O)(=O)NCc2cccnc2)ccc1Cl,?
CN1C(=O)C(=Cc2cn(CCOc3ccccc3F)c3ccccc23)C(=O)N(C)C1=O,i
Clc1ccc(-c2nc3cnccn3c2Nc2ccccc2)cc1,i
CC(=O)Nc1ccc(-c2ccc(=O)n3c2[C@@H]2C[C@@H](CN(C(=O)Nc4ccc(Cl)cc4)C2)C3)cc1,i
O=C(COc1cc(Cl)ccc1Cl)Nc1ncn[nH]1,?
CC1(C(=O)NC2CCCCCCC2)CCC(=O)N1Cc1cccnc1 (centres undefined),i
Cc1cc(NC(=O)C(NC(=O)C2CCCCC2)C(C)C)ccc1Br (centres undefined),i
Cc1nc(-c2ccc(O)cc2)cs1,i
O=C(c1coc2nc3ccccc3nc12)N1CCOCC1,i
COc1ccccc1S(=O)(=O)CC(SC#N)c1ccccc1 (centres undefined),i
CN1C(=O)c2ccccc2NC(=O)[C@]12O[C@@H]2c1cccc(O)c1,i
O=C(c1cccc2c1NC(c1ccc(Cl)cc1Cl)C1CC=CC21)N1CCCC1 (centres undefined),i
O=[N+]([O-])c1ccc(-n2cnc3ccccc32)nc1,?
COc1cc2c(cc1CN1CC3(CCNCC3)CC1C(=O)O)OCO2 (centres undefined),i
COc1cc(NC2OC(=O)c3ccccc32)c(OC)cc1Cl (centres undefined),i
Cn1c(=O)cc(SCC(=O)NC2CC2)c2ccc(Cl)cc21,i
O=C(O)Cc1ccccc1[N+](=O)[O-],i
Cc1c(C(=O)NC(C)c2ccccc2)oc2ccc(S(=O)(=O)N3CCCC3)cc12 (centres undefined),i
COc1cccc(CN2CCN(c3ccccn3)CC2)c1OC,i
COC(=O)c1cccc(NC(=S)N[C@H]2CO[C@H]3[C@@H]2OC[C@@H]3n2nnnc2-c2ccc3c(c2)OCO3)c1,i
O=C(CCc1ccccc1)N1N=C(C(F)(F)F)CC1(O)c1ccc(F)cc1 (centres undefined),i
O=C(Nc1cccc(C(F)(F)F)c1)c1cc2ccccc2o1,?
CCOc1cccc(-c2nc3ccc(Br)cc3c(=O)o2)c1,i
CC(=O)Nc1cc2c(cc1C(=O)c1ccc(Br)cc1)OCCO2,i
CCCc1c(C)nc(Nc2nc(C)c3cc(C)ccc3n2)[nH]c1=O,?
Cc1cccc(C(=O)N2CCOCC2)c1,i
O=C(O)COc1ccc(NC(=O)c2ccc(Cl)cc2Cl)cc1,i
NS(=O)(=O)c1ccc(CCNC(=O)C2COc3ccccc3C2)cc1 (centres undefined),i
C(=C\c1ccccc1)/Sc1ccc2ccccc2n1,34%*
Cc1ccccc1-n1cc(CN(C)S(=O)(=O)NCc2ccccc2)cn1,i
CCS(=O)(=O)N1CCN(c2cc(-c3ccc(C)cc3)ncn2)CC1,i
Cc1cc(Br)ccc1OCC(=O)NC(C)c1ccccc1 (centres undefined),i
C(=C\c1ccccc1)/C1=Nc2ccccc2NC(c2ccccc2)C1 (centres undefined),?
Cc1nc2c(C(=O)N3CCC4(CC3)OCCO4)c[nH]n2c(=O)c1Cc1ccccc1Cl,?
COc1ccc(-n2c(CCN)n[nH]c2=O)cc1OC,i
c1cnc(N2CCCN(Cc3cc4n(n3)CCCNC4)CC2)nc1,i
Cc1ccc(Cn2c(C(C)O)nc3ccccc32)cc1 (centres undefined),?
CCOC(=O)C(CC)Sc1nc2c(c(=O)[nH]c(=O)n2C)n1C (centres undefined),i
Cc1ccc(S(=O)(=O)NCCSCc2ccccc2)cc1[N+](=O)[O-],?
CCOc1c(NC2CCCC2)c(=O)c1=O,i
Cc1ccc(C(=O)Nc2ccc3c(c2)ncn3-c2ccccc2)cc1,i
O=C(NCCc1ccccc1)c1cccn2c(=O)c3sccc3nc12,i

# Among those listed so far, nine contain a furan ring, fused or not.
SMILES,ST2 inh
CC(C)c1ccccc1NC(=O)c1cc2ccccc2o1,i
O=[N+]([O-])c1ccc(CSc2nnc(-c3cccnc3)n2Cc2ccco2)cc1,?
COCCCNC(=O)c1oc2ccc(S(=O)(=O)N3CCCC3)cc2c1C,i
Clc1ccc(-c2nnc([C@H]3CCN(Cc4ccco4)C3)o2)cc1,i
CC1CCN(Cc2ccc(C(=O)N3CCCC(O)(CO)CC3)o2)CC1 (centres undefined),i
CCc1oc(C(N)=O)cc1CN1CCC=C(CN(C)C(C)=O)C1,i
O=C(c1coc2nc3ccccc3nc12)N1CCOCC1,i
Cc1c(C(=O)NC(C)c2ccccc2)oc2ccc(S(=O)(=O)N3CCCC3)cc12 (centres undefined),i
O=C(Nc1cccc(C(F)(F)F)c1)c1cc2ccccc2o1,?

# Screening results from PubChem.

# These rows are one share of the data; count on the stated rates, not on these rows.
